TrxR1 inh: blocks rat thioredoxin reductase 1; O89049; recombinant rTrxR1, NADPH fluorescence consumption, selenite substrate; Potency, µM (titrated, usually from 114 µM), for the others: at the top dose activity change, negative = inhibition, most hits filed as inhibitors; 1% of 390,000 active; AID 588453; also: potency is read from the fitted curve at half-maximal effect; % is scaled to controls: 0 for no effect and ±100 for the full control effect; nearly all actives have a fitted effect of over 65% in size
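Rat TrxR1 (90 nM in the dispensed reagent) was pre-reduced with 400 uM NADPH for 5 min at room temperature, then incubated with compound for 15 min. After 400 uM selenite was added, NADPH fluorescence (Ex 340/Em 450 nm) was followed for 8 min.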
USP1-UAF1 inh: inhibitors of human USP1/UAF1 deubiquitinase; O94782; recombinant USP1/UAF1, Ub-Rhodamine cleavage fluorescence; Potency, µM (highest dose often 57.1 µM), inactives show top-dose activity change, negative = inhibition, most hits filed as inhibitors; 0.23% of 390,000 active; also: potency is read from the fitted curve at half-maximal effect; % is scaled to controls: 0 for no effect and ±100 for the full control effect; nearly all actives have a fitted effect of over 60% in size; inactives centre near -12
Target sequence (O94782 whole entry, looked up): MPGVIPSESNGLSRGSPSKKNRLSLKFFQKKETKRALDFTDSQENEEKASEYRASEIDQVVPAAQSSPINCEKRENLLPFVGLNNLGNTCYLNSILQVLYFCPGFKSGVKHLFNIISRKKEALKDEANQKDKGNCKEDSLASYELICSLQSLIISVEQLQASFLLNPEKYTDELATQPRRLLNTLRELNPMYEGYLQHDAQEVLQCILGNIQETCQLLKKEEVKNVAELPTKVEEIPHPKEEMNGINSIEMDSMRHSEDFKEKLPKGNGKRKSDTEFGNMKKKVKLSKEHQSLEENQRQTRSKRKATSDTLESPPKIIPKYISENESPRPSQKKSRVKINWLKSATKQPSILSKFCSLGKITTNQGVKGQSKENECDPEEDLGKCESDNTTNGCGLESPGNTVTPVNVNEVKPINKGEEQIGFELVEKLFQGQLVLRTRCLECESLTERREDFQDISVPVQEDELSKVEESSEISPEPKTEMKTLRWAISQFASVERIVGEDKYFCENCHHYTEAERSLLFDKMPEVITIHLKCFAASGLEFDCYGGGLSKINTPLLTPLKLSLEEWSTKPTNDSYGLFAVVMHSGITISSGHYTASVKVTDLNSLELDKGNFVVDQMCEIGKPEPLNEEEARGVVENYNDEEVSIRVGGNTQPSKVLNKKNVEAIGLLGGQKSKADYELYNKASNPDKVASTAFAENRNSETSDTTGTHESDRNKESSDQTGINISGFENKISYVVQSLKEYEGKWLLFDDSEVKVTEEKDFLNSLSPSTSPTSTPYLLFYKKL
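USP1/UAF1 complex at 1 nM was preincubated with compound for 15 min at room temperature, then Ub-Rho substrate (150nM final) was added. Fluorescence (480/540 nm) was read kinetically, 6 reads every 60 seconds.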
mIDH1 inhibitor: inhibitors of human mutant IDH1 R132H | Potency, µM (series often up to 76.6 µM), for inactives: top-dose activity change, negative = inhibition, usual class: inhibitors | O75874 | 0.093% of 390,000 active | AID 602179 | IDH1-R132H enzyme, NADPH consumption, diaphorase/resazurin fluorescence; also: potency is read from the fitted curve at half-maximal effect; % is scaled to controls: 0 for no effect and ±100 for the full control effect; nearly all actives have a fitted effect of over 65% in size
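IDH1-R132H (0.5 ug/mL dispensed) in pH 7.5 Tris buffer was preincubated 30 min with compound, then given a substrate mix of 0.016 mM NADPH and 2 mM alpha-KG for 80 min at room temperature; remaining NADPH was read by diaphorase/resazurin fluorescence.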
LDHA block: inhibitors of human lactate dehydrogenase A; activity change, % (values are at about 110 or 230 µM); purified LDHA, NADH/diaphorase-resazurin fluorescence; hits give low values; P00338; 0.15% of 480,000 active; in the data active = activity change below about -30%; inconclusive = mostly about -25% to -30%;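 also: plate controls were DMSO wells for no effect and wells without enzyme for full effect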
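Human LDH5 (2 nM) was incubated with 0.06 mM NADH and 0.2 mM pyruvate for 5 min at room temperature in Tris pH 7.4. Remaining NADH was coupled through diaphorase/resazurin, and resorufin fluorescence was read at 0 and 20 min.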
TrxR1 substrate: rat thioredoxin reductase 1 substrate activity | O89049 | purified TrxR1 substrate turnover, NADPH consumption readout | Potency, µM (highest dose often 114 µM), for inactives: at the top dose activity change, negative = substrate turnover | 0.01% of 390,000 active; also: potency is read from the fitted curve at half-maximal effect; % is scaled to controls: 0 for no effect and ±100 for the full control effect; nearly all actives have a fitted effect of over 50% in size
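Rat TrxR1, dispensed at 90 nM, was prereduced with 400 uM NADPH (final) for 5 min at ~22 deg C, then incubated with compound 15 min before 400 uM selenite. A first-read NADPH fluorescence drop versus no-compound background flagged substrates.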
Vif-APOBEC3G blk: inhibitors of Vif-APOBEC3G interaction; Potency, µM (top dose mostly 46.1 µM), without a hit: at the top dose activity, negative = active, most hits filed as inhibitors; HeLa A3G-eYFP + Vif (tagged APOBEC3G with the HIV-1 protein that degrades it), YFP fluorescence, overnight; 0.076% of 410,000 active;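 also: potency is read from the fitted curve at half-maximal effect; % is scaled to controls: 0 for no effect and ±100 for the full control effect; nearly all actives have a fitted effect of over 60% in size; hits raise eYFP signal because A3G escapes Vif-driven loss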
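Read-out is eYFP fluorescence (Ex 488/Em 500-530) from Vif-expressing HeLa A3G-eYFP cells; more signal means A3G escaped Vif-mediated degradation. Cells plated overnight, compound pinned in, incubated overnight at 37 deg C.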
Vif-A3F inh: inhibitors of Vif-A3F interaction | HeLa A3F-eYFP + Vif (tagged APOBEC3F with the HIV-1 protein that degrades it), YFP fluorescence increase | Potency, µM (doses to about 46.1 µM), inactives show at the top dose activity, negative = active | 0.2% of 390,000 active | AID 602313; also: potency is read from the fitted curve at half-maximal effect; % of control where 0% means no effect; nearly all actives have a fitted effect of over 65% in size
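HeLa cells stably expressing Vif plus C-terminally eYFP-tagged A3F were seeded, incubated overnight at 37 deg C, dosed with compound, incubated overnight again at 37 deg C. Yellow fluorescence (Ex 488/Em 500-530) reported blocked Vif-mediated A3F-eYFP degradation.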
Glioma ERSR ind: ER stress response induction in glioma; U87-MG GRP78 promoter luciferase reporter, 16 h; Potency, µM, for inactives: top-dose activation, hits mostly activators; 0.02% of 420,000 active; AID 602332; also: potency is read from the fitted curve at half-maximal effect; series mostly up to about 76 µM; % of control where 0% means no effect; nearly all actives have a fitted effect of over 35% in size
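Stably transfected U87-MG glioma cells carrying a GRP78-based luciferase sensor; 16 h compound incubation. Luminescence end-point read 10 min after Bright-Glo addition at room temperature.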
RGS4 inh: human RGS4 inhibition; P49798; Transcreener GDP fluorescence polarization, RGS4-accelerated GTP hydrolysis; Potency, µM (highest dose often 114 µM), without a hit: at the top dose activity change, negative = inhibition, most hits filed as inhibitors; 0.039% of 390,000 active; AID 504845; also: potency is read from the fitted curve at half-maximal effect; % is scaled to controls: 0 for no effect and ±100 for the full control effect; nearly all actives have a fitted effect of over 75% in size; some results filed as inactive show a strong effect at the top dose
Target sequence (P49798 whole entry, looked up): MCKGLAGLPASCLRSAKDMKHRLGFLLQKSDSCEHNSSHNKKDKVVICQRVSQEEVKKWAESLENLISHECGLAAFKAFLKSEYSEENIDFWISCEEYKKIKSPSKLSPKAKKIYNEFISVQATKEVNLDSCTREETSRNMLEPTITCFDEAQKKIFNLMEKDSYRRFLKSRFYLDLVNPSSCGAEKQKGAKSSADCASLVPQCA
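MLSMR compounds (23 nl, pin-transferred) preincubated 10 min at room temperature with a 500nM (2x) first reagent, then RGS4 at 900nM (2x) plus Transcreener GDP mix added; fluorescence polarization (620/688 nm) read before and after 90 min at 30 °C.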
Numbers without * were called inactive; ? = inconclusive; . = no result given; [ ] = dose if it differs, or a comment. Unless noted, calls follow the shape of the dose curve; as a rule, active = well fitted curve in the direction sought with a large enough effect; inconclusive = small, poorly fitted or top-dose-only effect, or another doubt; inactive = no such curve, though single readings can be large; an effect the other way counts as inactive or inconclusive. A portion of the library; rates above refer to the full screens.

Below each SMILES: Vif-APOBEC3G blk | TrxR1 substrate | Vif-A3F inh | USP1-UAF1 inh | LDHA block | RGS4 inh | mIDH1 inhibitor | TrxR1 inh | Glioma ERSR ind
> COC(=O)c1c([N+](=O)[O-])c(OC)c(OC)c(OC)c1[N+](=O)[O-]
 : 3% | -3% | 13% | -13% | 2 | 8% | 2% | 14% | -4%
> CN(C(=O)CN1C(=O)S/C(=C\c2ccccc2)C1=O)C1CCS(=O)(=O)C1 (stereo not drawn)
 : 2% | -3% | 2% | -11% | -5 | 8% | 14% | 18% | -8%
> O=C1Nc2ccccc2C12OCC1(CO2)COC2(OC1)C(=O)Nc1ccccc12 (stereo not drawn)
 : -4% | 4% | -11% | -17% | -9 | -7% | 6% | 10%[57.1 µM] | -5%
> Cc1cc(Nc2ccc(C(=O)O)c(O)c2)n2ncnc2n1
 : -5% | -14% | 2% | -24% | 5 | 3% | 6% | -13% | -4%
> COc1ccc(NC(=O)c2ccc(=O)[nH]c2)cc1S(=O)(=O)N1CCOCC1
 : 3% | -7% | 8% | -2% | -5 | -16% | -6% | 0% | -3%
> CCCCNC(=O)CN1C(=O)NC(Cc2ccccc2)(Cc2ccccc2)C1=O
 : -7% | 3% | -2% | -14% | 2 | 6% | 3% | -7% | -3%
> O=C(CN(C(=O)c1csnn1)c1ccc(Br)cc1)NC1CCCCC1
 : 5% | -4% | 15% | -12% | -5 | 21% | 2% | 1% | 1%
> O=C(NCc1cccnc1)c1cccc(NS(=O)(=O)c2ccc(Br)cc2)c1
 : ? | 4%[57.1 µM] | -22% | -18% | -6 | -27% | -6% | 8%[57.1 µM] | -3%
> Cn1c(CCCOc2ccc(Cl)cc2Cl)nnc1SCC(=O)Nc1nccs1
 : 2% | 3% | -1% | -9% | 2 | -2% | -1% | 3% | 0%
> Cc1cc2oc(C(=O)N(Cc3ccc(N(C)C)cc3)CC3CCCO3)c(C)c2cc1Cl (stereo not drawn)
 : -5% | -7% | 2% | -14% | 3 | -28% | 19% | 5% | 1%
> [O-]/[N+](=C/c1ccc(F)cc1)c1ccccc1
 : 1% | -11% | -1% | -12% | 5 | -36% | 0% | -27% | -1%
> Cc1cc(-c2ccc(C)c(S(=O)(=O)NC(c3cccs3)C(C)C)c2)on1 (stereo not drawn)
 : -5% | 0%[57.1 µM] | -6% | -11% | -5 | 20% | 6% | 19%[57.1 µM] | -2%
> O=C1c2ccccc2C(=O)N1Cc1nc2ccccc2c(=O)n1CCCn1ccnc1
 : -3% | 6% | 2% | -16% | -6 | -2% | 5% | 9% | 1%
> COc1ccc(N2CCN(C(=O)Cn3c(=O)[nH]c4ccsc4c3=O)CC2)cc1
 : 2% | -1% | -14% | -12% | -11 | 15% | -2% | -2% | -2%
> CCn1cc(C(=O)N[C@@H](CCSC)C(=O)NCCO)c(=O)c2cc3c(cc21)OCO3
 : 1% | 4% | -3% | -14% | 2 | 3% | 13% | -12% | -4%
> CCc1nn(C)c2c(=O)c(=O)c2n(C)[nH]1
 : 0% | -6%[57.1 µM] | -15% | -5% | -2 | 0% | 3% | -12%[57.1 µM] | -5%
> CC(=O)c1sc(NC(=O)CN2C(=O)C3CC=CCC3C2=O)nc1-c1ccccc1 (stereo not drawn)
 : 0% | -5% | -6% | -15% | 1 | -29% | 5% | 4% | -1%
> CC1(C)CC(=O)C2=C(C1)NC1=C(C(=O)c3ccccc31)C2c1cccnc1 (stereo not drawn)
 : 3% | -6% | 0% | -13% | -3 | ? | 6% | -14% | -6%
> COc1ccc(Cl)cc1NC(=O)Cn1cc(C(=O)c2ccc(C)cc2)c(=O)c2ccc(C)nc21
 : -7% | -3% | -6% | -9% | -12 | -4% | -2% | 20% | 0%
> CCNC(=O)C(=O)NCc1ccncc1
 : -2% | 3% | 3% | -5% | -5 | -4% | -6% | 15% | 0%
> CCOC(=O)Cc1csc(NC(=O)C(C)(C)CC)n1
 : -1% | 10% | -1% | -18% | -7 | -18% | 6% | 4% | -1%
> O=C(CCN1C(=O)C2CCCCC2C1=O)Nc1nc(-c2ccccc2)cs1 (stereo not drawn)
 : -1% | -7% | 9% | -17% | -7 | 9% | -1% | -12% | 1%
> O=C(COc1ccccc1)N1CCN(S(=O)(=O)c2cccs2)CC1
 : -1% | -4% | -11% | 3% | 4 | -1% | -4% | 1% | -1%
> COc1ccc(CNS(=O)(=O)NCc2ccc(OC)c(OC)c2)cc1OC
 : -2% | 12% | -18% | -5% | -3 | -8% | 12% | 25% | -5%
> Cc1ccc(NC(=O)CSc2nnc(-c3ccccn3)n2C)cc1
 : -9% | -4% | . | -15% | -1 | -1% | 3% | -8% | 0%
> O=c1cc(N2CCC(Cc3ccccc3)CC2)[nH]c(=O)n1C1CCCCC1
 : -3% | -3% | 3% | -22% | 0 | 9% | 0% | -2% | -2%
> O=C(NCCO)c1c(-c2ccc3c(c2)OCO3)noc1-c1ccsc1
 : -2% | 0% | 3% | -1% | 2 | -12% | 2% | 4% | -1%
> Cc1csc(=O)n1CC(=O)OCc1cccc2ccccc12
 : 0% | -1% | 1% | -22% | -3 | -13% | 12% | 11% | -4%
> COC(=O)c1ccc(NC(=O)Cn2nc(SC)n(N)c2=S)cc1
 : 1% | 8%[57.1 µM] | 6% | -3% | -2 | 24% | 1% | 9%[57.1 µM] | -5%
> O=C(NCc1nc2ncc(Br)cc2[nH]1)c1ccccc1
 : -2% | 1% | 2% | -14% | 2 | -32%[56.9 µM] | 6% | 19% | -7%
> Cc1ccc(S(=O)(=O)NC(N)=NCCc2ccccc2)cc1C
 : -1% | 0% | -8% | 4% | -6 | 11% | 1% | 10% | -5%
> CCN(CC)S(=O)(=O)c1ccc(NC(=O)COC(=O)CCc2cc(OC)c(OC)c(OC)c2)cc1
 : 2% | -12% | -12% | -5% | -1 | 30% | -6% | -4% | -2%
> COc1ccccc1CN1CC(C(=O)NCCCc2ccc(F)cc2)CCC1=O (stereo not drawn)
 : -11% | -10% | 4% | -2% | -2 | 25% | 0% | -9% | 1%
> CC1CCc2nc(NC(=O)Nc3ccc4c(c3)OCO4)sc2C1 (stereo not drawn)
 : -7% | -19%[57.1 µM] | -26% | -12% | 11 | -44% | 2% | 11%[57.1 µM] | 8%
> C=CCCC(=O)Nc1nc(C)c(-c2csc(Nc3cc(Cl)ccc3OC)n2)s1
 : -26% | 0% | -12% | -17% | 1 | -38% | 5% | 7% | -6%
> Cc1cc(C)cc(N(CC(=O)Nc2ccc(Br)cc2)S(=O)(=O)c2c(C)[nH]c(=O)[nH]c2=O)c1
 : -1% | 6% | 1% | -21% | -11 | -1% | -1% | 25% | 0%
> CCOC(=O)C1(Cc2ccccc2C)CCCN(C(=O)c2ccc(COC)o2)C1 (stereo not drawn)
 : 2% | -3% | -6% | -21% | 0 | -23% | 8% | ? | 5%
> Cn1c(=O)oc2cc(S(=O)(=O)NCCN3CCN(c4ccccc4)CC3)ccc21
 : 2% | 8%[57.1 µM] | 0% | -18% | -13 | -1% | 5% | 1%[57.1 µM] | -5%
> CN(C)S(=O)(=O)c1ccc(C(=O)OCCc2ccccc2)cc1
 : 3% | 4%[57.1 µM] | 8% | -10% | -2 | -8% | 2% | 14%[57.1 µM] | 5%
> Cc1ccc(-c2csc3ncn(CC(=O)N4CCOCC4)c(=O)c23)cc1
 : 1% | -12% | -8% | -5% | -2 | 20% | 3% | -19% | -1%
> CCOc1ccccc1OCCCC(=O)OCC(=O)Nc1cccc(Cl)c1
 : 1% | -4% | ? | -23% | -1 | -7% | 6% | 15% | -1%
> CN(C)c1ccc(C(=O)OCC(=O)Nc2ccc(N3CCOCC3)cc2)cc1
 : 2% | 9% | 9% | 1% | -6 | 23% | 0% | 15% | -2%
> Cc1ccc(S(=O)(=O)NC(=O)Nc2cc(C)on2)cc1
 : -8% | -4%[57.1 µM] | -8% | -12% | -5 | 13% | 0% | 0%[57.1 µM] | 2%
> COc1ccc(-n2c(COc3cccc(C)c3)n[nH]c2=S)cc1
 : 2% | 2% | -16% | -15% | -7 | -2% | -3% | 1% | -2%

Another view of 3 compounds above.
O=C(NCc1cccnc1)c1cccc(NS(=O)(=O)c2ccc(Br)cc2)c1
- Vif-APOBEC3G blk = ?
- TrxR1 substrate = 4%[57.1 µM]
- Vif-A3F inh = -22%
- USP1-UAF1 inh = -18%
- LDHA block = -6
- RGS4 inh = -27%
- mIDH1 inhibitor = -6%
- TrxR1 inh = 8%[57.1 µM]
- Glioma ERSR ind = -3%

Cc1csc(=O)n1CC(=O)OCc1cccc2ccccc12
- Vif-APOBEC3G blk = 0%
- TrxR1 substrate = -1%
- Vif-A3F inh = 1%
- USP1-UAF1 inh = -22%
- LDHA block = -3
- RGS4 inh = -13%
- mIDH1 inhibitor = 12%
- TrxR1 inh = 11%
- Glioma ERSR ind = -4%

CCOC(=O)C1(Cc2ccccc2C)CCCN(C(=O)c2ccc(COC)o2)C1 (stereo not drawn)
- Vif-APOBEC3G blk = 2%
- TrxR1 substrate = -3%
- Vif-A3F inh = -6%
- USP1-UAF1 inh = -21%
- LDHA block = 0
- RGS4 inh = -23%
- mIDH1 inhibitor = 8%
- TrxR1 inh = ?
- Glioma ERSR ind = 5%

Screening results as filed in PubChem.
